APJ antag: antagonists of human apelin receptor APJ, primary screen, CHO-K1 cells, beta-arrestin complementation, luminescence. P35414. inhibition, % at 20 µM. 0.32% of 330,000 active. AID 2521, 2010;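 active means inhibition above about 40% at 20 µM, limit read from the data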;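 further: cells challenged with 10 nM apelin-13 agonist together with compound; plate controls were apelin-13 plus DMSO wells for no effect and DMSO wells lacking apelin-13 for full effect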
UBC13 inh: UBC13 polyubiquitin chain formation inhibitors, primary screen, biochemical, TR-FRET, uHTS; Ubiquitin-conjugating enzyme E2 N (Homo sapiens), P61088; inhibition, % at 20 µM; 0.47% of 330,000 active; AID 485273, 2010; in the data active means inhibition above about 45%, passing the limit was not always enough
Target sequence (P61088 whole entry, looked up): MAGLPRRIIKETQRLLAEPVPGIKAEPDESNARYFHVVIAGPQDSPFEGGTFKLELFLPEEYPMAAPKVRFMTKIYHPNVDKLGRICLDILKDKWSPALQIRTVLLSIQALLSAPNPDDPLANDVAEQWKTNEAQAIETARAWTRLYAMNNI
Gli-Sufu block: Gli-Sufu pathway antagonists, primary screen, luciferase luminescence, Sufu-KO-LIGHT cells, uHTS. AID 588413, 2011. inhibition, % at 5 µM. Sufu-KO-LIGHT fibroblasts, Gli luciferase reporter luminescence. 0.74% of 340,000 active;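 active means inhibition above about 55%, limit read from the data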;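 further: 0% = DMSO-treated cells and 100% = wells with medium but no cells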
EBI2 block: EBI2 receptor antagonists, beta-arrestin recruitment, primary screen, cell-based, luminescence, 7a,25-OHC stimulation, uHTS. 7a,25-OHC stimulated. inhibition, % at 5 µM. 0.81% of 360,000 active. AID 651636, 2012; in the data active means inhibition above about 38%;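 further: enzyme fragment complementation signal reports receptor beta-arrestin coupling in cells; 0% = agonist plus DMSO wells and 100% = wells without agonist; some results beyond the cut were filed as inactive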
Target sequence (P32249 whole entry, looked up, the tested form may be a part): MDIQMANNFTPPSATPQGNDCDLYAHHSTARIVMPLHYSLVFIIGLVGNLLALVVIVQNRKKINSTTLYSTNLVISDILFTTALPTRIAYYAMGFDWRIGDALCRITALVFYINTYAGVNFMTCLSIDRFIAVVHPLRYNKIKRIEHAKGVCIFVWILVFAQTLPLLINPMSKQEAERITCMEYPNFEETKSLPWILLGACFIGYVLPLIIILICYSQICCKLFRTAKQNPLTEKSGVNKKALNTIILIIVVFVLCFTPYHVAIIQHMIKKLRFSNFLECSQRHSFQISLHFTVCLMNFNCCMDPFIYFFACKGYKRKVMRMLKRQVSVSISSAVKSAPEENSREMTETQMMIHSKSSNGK
CXCR6 block: CXCR6 receptor inhibitors, primary screen, cell-based, beta-arrestin, luminescence, CHO-K1 PathHunter, 1536-well | C-X-C chemokine receptor type 6 (Homo sapiens), O00574 | inhibition, % at 20 µM | AID 602244, 2012 | 0.36% of 360,000 active; in the data active means inhibition above about 34%, passing the limit was not always enough;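 further: antagonist mode with CXCL16 agonist at 10 nM final; 0% = 10 nM CXCL16 with DMSO and 100% = unstimulated wells without agonist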
697 NFkB inh: inhibitors of PMA/ionomycin-induced NF-kB reporter, 697 cells, primary screen, B-cell NF-kB inhibitor project, cell-based, luminescence, uHTS | 697 B-cell NF-kB luciferase reporter, 16 h | inhibition, % at 4 µM | 0.33% of 330,000 active | AID 435022, 2010; in the data active means inhibition above about 35%
CCR6 antag: CCR6 receptor antagonists, primary screen, cell-based, CHO-K1, luminescence, beta-arrestin, uHTS; C-C chemokine receptor type 6 (Homo sapiens), P51684; CHO-K1 CCR6 PathHunter beta-arrestin, CCL20-stimulated; inhibition, % at 20 µM; 0.49% of 340,000 active;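 active means compounds whose inhibition of the agonist-driven luminescence signal at 20 µM reaches about 50%, limit read from the data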;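 further: cells stimulated with CCL20 at 14 nM final; plate controls were DMSO with CCL20 for no effect and DMSO without agonist for full effect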
Target sequence (P51684 whole entry, looked up): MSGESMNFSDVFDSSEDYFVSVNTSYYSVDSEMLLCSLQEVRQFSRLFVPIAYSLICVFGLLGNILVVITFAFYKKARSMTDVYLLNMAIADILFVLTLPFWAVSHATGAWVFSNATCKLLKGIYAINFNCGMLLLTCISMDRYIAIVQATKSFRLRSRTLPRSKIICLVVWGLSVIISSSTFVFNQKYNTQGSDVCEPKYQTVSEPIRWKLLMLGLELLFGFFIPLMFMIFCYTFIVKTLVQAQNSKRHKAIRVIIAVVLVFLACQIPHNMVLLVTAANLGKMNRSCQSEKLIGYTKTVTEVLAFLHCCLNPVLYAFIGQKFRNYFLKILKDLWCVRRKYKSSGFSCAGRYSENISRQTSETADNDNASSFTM
Jurkat NFkB inh: inhibitors of induced NF-kB luciferase reporter, primary screen, TCR NF-kB activation inhibitor project, cell-based, luminescence, uHTS; Jurkat, PMA/ionomycin-induced NF-kB luciferase reporter; inhibition, % at 4 µM; AID 435003, 2010; 0.53% of 330,000 active; in the data active means inhibition above about 50%
* = called active by the depositor; . = no result given.

cpd	mol	CXCR6 block	697 NFkB inh	APJ antag	Gli-Sufu block	Jurkat NFkB inh	CCR6 antag	UBC13 inh	EBI2 block
1	CCOc1ccc(NC(=O)C(C)NS(=O)(=O)c2ccc(NC(C)=O)cc2)cc1 (centres undefined)	5	-3	-21	2	-11	-2	-13	11
2	CCOC(=O)C1C(=O)CC(C)(O)C(C(=O)OCC)C1c1ccc(C)s1 (centres undefined)	14	1	-20	0	15	8	3	2
3	Cc1c(CCO)sc[n+]1CC(=O)OC12CC3CC(CC(C3)C1)C2	2	9	-1	9	-8	5	-130	-3
4	CCCc1nc(SCC(=O)N2CCc3ccccc3C2)c2ccccc2n1	8	-3	11	7	-3	12	39	7
5	Cc1cc(C)n(-c2nc(-c3ccc(Cl)c(Cl)c3)cs2)n1	2	-14	4	-9	-35	6	6	22
6	O=C(CNc1cccc(S(=O)(=O)N2CCOCC2)c1)Nc1ccccc1F	1	8	2	-12	15	10	8	-4
7	CCN(C(=S)NCc1ccccc1)c1cccc2ccccc12	6	1	-5	13	-5	9	20	16
8	O=S(=O)(c1ccc(F)cc1)n1ccc(-c2cccc(OCc3c(F)cccc3Cl)c2)n1	7	.	.	-3	.	11	.	12
9	O=C(/C=C/c1ccco1)Nc1cccc(C(=O)Nc2ccccc2C(=O)O)c1	8	21	14	-4	-11	-4	-10	5
10	Cc1ccc(/C=C/C(=O)c2ccccc2O)cc1	6	-16	-5	-2	-20	11	5	10
11	COc1ccccc1C(=O)NNC(=O)c1cccc(Cl)c1	-3	-76	14	-47	-101	8	-2	0
12	Cc1cccc(OCCSc2nc3ncnc(N)c3[nH]2)c1	-5	13	-2	23	7	9	13	-5
13	CC(C)(C)c1ccc(C(=O)Nc2ccc(C(=O)N3CCOCC3)cc2)cc1	0	-23	26	5	0	17	0	-5
14	CC(C)(C)c1ccc(C(=O)N2CCC(C(=O)NCCC3=CCCCC3)CC2)cc1	8	-105	18	-10	7	16	1	4
15	O=C(CCNS(=O)(=O)c1ccc(Br)cc1)NC1CCN(Cc2ccccc2)CC1	-5	-4	22	26	-4	20	-3	-1
16	COc1ccccc1CNS(=O)(=O)c1cc(C(=O)NCC2CCCO2)c(Cl)cc1Cl (centres undefined)	7	7	1	7	0	11	4	-2
17	Cc1ccsc1/C=N/NC(=O)c1cccs1	-10	-24	11	-28	-23	-10	0	-12
18	CCCCOc1ccc(C2(C(=O)O)CCCC2)cc1	1	-11	1	-6	-18	-36	-16	-16
19	Cc1ccc(/C=C2\SC(=S)N(C3CCS(=O)(=O)C3)C2=O)o1 (centres undefined)	5	-6	21	10	-15	18	-30	0
20	Cc1ccc(C)c(Cn2cnc3c(nnn3-c3ccc(F)cc3)c2=O)c1	-1	-5	-3	2	-14	8	-4	3
21	O=C(NCCCC1CCCC1)C1CCC(=O)N(Cc2cccc(F)c2)C1 (centres undefined)	-5	-11	-21	41	-24	15	-8	21
22	Cc1ccc(C(=O)NCC2CCCN2S(=O)(=O)c2ccc(C)cc2)cc1 (centres undefined)	3	-6	-4	-6	-14	4	0	5
23	Cc1cccc(C)c1-n1nnnc1SCC(=O)c1c(N)n(C2CC2)c(=O)[nH]c1=O	2	12	-9	0	-11	12	-20	-1
24	CC(c1ccccc1)n1cc(C(=O)NCC2COc3ccccc3O2)nn1 (centres undefined)	-8	-7	-3	-11	-3	6	0	3
25	COc1ccc(N(CC(=O)NCc2cccnc2)S(=O)(=O)c2ccc(C)c([N+](=O)[O-])c2)cc1	7	0	-15	4	-15	0	0	1
26	COCCn1c(SCc2cccc([N+](=O)[O-])c2)nc2ccccc2c1=O	6	-7	14	7	17	23	29	5
27	CCOC(=O)N1CCN(C(=O)c2ccc(C)c(S(=O)(=O)Nc3ccccc3)c2)CC1	5	16	16	0	6	-4	1	-9
28	Cc1ccc2[nH]c(=O)c(NC(N)=S)nc2c1	-6	13	15	4	2	0	71*	-7
29	COc1cc(OC)c(OC)cc1CN1CCN(C(=O)CC(C)C)CC1	12	8	-8	-16	-3	-3	0	-4
30	O=C(O)Cc1ccc(NC(=O)Nc2ccc3c(c2)OCO3)cc1	4	-16	3	-25	-22	-13	2	-7
31	Cn1nccc1C(=O)Nn1cnnc1	-2	26	6	-7	24	-3	2	-1
32	Cc1cc(C)n(CC(C)NC(=O)c2cc(COc3ccc(F)c(F)c3)on2)n1 (centres undefined)	0	-46	-1	3	-17	6	5	1
33	CC1CCN(C(=O)c2ccc(S(=O)(=O)Cc3cccc(F)c3)c([N+](=O)[O-])c2)CC1	-12	12	2	11	19	-10	3	-14
34	O=C(O)/C=C/C(=O)N1CCN(S(=O)(=O)c2cc(C(F)(F)F)ccc2Cl)CC1	-4	11	-1	2	7	2	2	2
35	COc1ccc(COCC(O)CN2CCc3ccccc3C2)cc1OC (centres undefined)	0	2	-18	10	-15	-4	-6	11
36	C[C@H](CO)N1C[C@H](C)[C@@H](CN(C)S(=O)(=O)c2cccs2)Oc2ccc(NS(=O)(=O)c3ccccc3)cc2CC1=O	4	19	-2	0	2	7	-2	-5
37	COCCCNC(=O)/C(C#N)=C/c1c(N2CCN(c3cccc(Cl)c3)CC2)nc2c(C)cccn2c1=O	15	-11	10	13	-33	24	9	25
38	Cc1ccc(NC(=O)c2ccccn2)c(Br)c1	-5	-180	19	-82	-140	2	4	5
39	O=S(=O)(NCc1ccccn1)c1ccccn1	-2	18	-63	-9	-1	4	7	-9
40	CCOc1cc(C)c(Cl)cc1S(=O)(=O)NCc1ccc2c(c1)OCO2	10	-17	-14	5	32	-2	2	9

11 entries from above, in transposed form:
[24] CC(c1ccccc1)n1cc(C(=O)NCC2COc3ccccc3O2)nn1 (centres undefined)
[25] COc1ccc(N(CC(=O)NCc2cccnc2)S(=O)(=O)c2ccc(C)c([N+](=O)[O-])c2)cc1
[26] COCCn1c(SCc2cccc([N+](=O)[O-])c2)nc2ccccc2c1=O
[27] CCOC(=O)N1CCN(C(=O)c2ccc(C)c(S(=O)(=O)Nc3ccccc3)c2)CC1
[28] Cc1ccc2[nH]c(=O)c(NC(N)=S)nc2c1
[29] COc1cc(OC)c(OC)cc1CN1CCN(C(=O)CC(C)C)CC1
[30] O=C(O)Cc1ccc(NC(=O)Nc2ccc3c(c2)OCO3)cc1
[31] Cn1nccc1C(=O)Nn1cnnc1

| assay / entry | 24 | 25 | 26 | 27 | 28 | 29 | 30 | 31 |
| --- | --- | --- | --- | --- | --- | --- | --- | --- |
| CXCR6 block | -8 | 7 | 6 | 5 | -6 | 12 | 4 | -2 |
| 697 NFkB inh | -7 | 0 | -7 | 16 | 13 | 8 | -16 | 26 |
| APJ antag | -3 | -15 | 14 | 16 | 15 | -8 | 3 | 6 |
| Gli-Sufu block | -11 | 4 | 7 | 0 | 4 | -16 | -25 | -7 |
| Jurkat NFkB inh | -3 | -15 | 17 | 6 | 2 | -3 | -22 | 24 |
| CCR6 antag | 6 | 0 | 23 | -4 | 0 | -3 | -13 | -3 |
| UBC13 inh | 0 | 0 | 29 | 1 | 71* | 0 | 2 | 2 |
| EBI2 block | 3 | 1 | 5 | -9 | -7 | -4 | -7 | -1 |

[32] Cc1cc(C)n(CC(C)NC(=O)c2cc(COc3ccc(F)c(F)c3)on2)n1 (centres undefined)
[33] CC1CCN(C(=O)c2ccc(S(=O)(=O)Cc3cccc(F)c3)c([N+](=O)[O-])c2)CC1
[34] O=C(O)/C=C/C(=O)N1CCN(S(=O)(=O)c2cc(C(F)(F)F)ccc2Cl)CC1

| assay / entry | 32 | 33 | 34 |
| --- | --- | --- | --- |
| CXCR6 block | 0 | -12 | -4 |
| 697 NFkB inh | -46 | 12 | 11 |
| APJ antag | -1 | 2 | -1 |
| Gli-Sufu block | 3 | 11 | 2 |
| Jurkat NFkB inh | -17 | 19 | 7 |
| CCR6 antag | 6 | -10 | 2 |
| UBC13 inh | 5 | 3 | 2 |
| EBI2 block | 1 | -14 | 2 |

(further entries)
cpd	mol	CXCR6 block	697 NFkB inh	APJ antag	Gli-Sufu block	Jurkat NFkB inh	CCR6 antag	UBC13 inh	EBI2 block
41	C[C@H](NC(=O)[C@H]1N2C(=O)c3ccccc3C2SC1(C)C)C(=O)NCC1CCCO1 (some centres undefined)	-5	14	9	2	9	-3	-1	-1
42	CC(=O)NS(=O)(=O)c1ccc(N2C(=O)CC(Sc3nccc(C)n3)C2=O)cc1 (centres undefined)	-1	-2	-10	2	-7	-1	-7	3
43	CCCN(CC1CC1)c1nc(N)c2c(N)nc(OC)cc2c1C#N	-3	-25	-12	-3	3	12	-3	16
44	CCOC(=O)c1ccc(COC(=O)CCc2nc3ccccc3[nH]c2=O)o1	-3	6	5	2	10	-2	40	-14
45	CCOc1cc(C(=O)N2CCc3cc(OC)c(OC)cc3C2)ccc1OC(F)F	.	40*	2	.	79*	.	1	.
46	CCN(c1ccccc1)S(=O)(=O)c1ccc(OC)c(NC(=O)c2cccs2)c1	-1	-4	15	0	10	14	-12	-4
47	COC(=O)CCC(=O)Nc1ccc(S(=O)(=O)N2CCc3ccccc32)cc1	-18	6	-15	-9	-5	4	0	5
48	Cc1cc(C)cc(C(N)=Nc2cccc(C#N)c2)c1	-3	-4	6	-20	-1	15	3	-13
49	COC(=O)c1ccc(COC(=O)CNC(=O)c2cccc(OC)c2)o1	-1	-5	-3	3	-1	12	-1	3
50	N#C/C(=C\c1ccc(OC(=O)c2ccc(Br)s2)cc1)c1nc2ccccc2[nH]1	5	.	.	-42	.	36	.	1
51	CCOc1ccc2cc(/C=C/C(=O)c3ccco3)c(Cl)nc2c1	2	-2	-26	-32	-16	4	11	-2
52	O=[N+]([O-])c1ccc(NCCc2ccccc2)c(Br)c1	3	-15	13	-2	-9	12	0	-5
53	Cc1oc(-c2ccc(Cl)cc2)cc1C(=O)NC1CCN(Cc2ccccc2)CC1	-2	4	12	9	-12	2	10	41*
54	CCC(C)N1CC23C=CC(O2)C(C(=O)OCc2ccccc2)C3C1=O (centres undefined)	0	-7	8	2	-6	-16	9	-5
55	O=C(NC1(C(F)(F)F)C(=O)Nc2c1c(=O)[nH]c(=O)n2-c1ccc(F)cc1)c1cccnc1 (centres undefined)	-2	11	16	7	2	0	2	-5
56	Cn1c(=O)c2c(SCC(=O)N3CCCc4ccccc43)nc(CC(C)(C)C)nc2n(C)c1=O	2	-37	15	14	15	27	1	20
57	CCc1nnc(NC(=O)CSc2nnc(C)n2CC2CCCO2)s1 (centres undefined)	-4	12	-4	33	1	6	5	-4
58	Cc1ccnc(NS(=O)(=O)c2ccc(NC(=O)Cc3ccc(Cl)cc3)cc2)n1	0	0	0	1	-6	10	0	-1
59	N#C/C(=C\c1c(N2CCCCC2)nc2ccccn2c1=O)C(=O)NCc1ccco1	-8	-3	8	4	26	3	8	4
60	CC12CN(Cc3ccccc3)CC(C)(CN(Cc3ccccc3)C1)C2=O	5	-2	5	14	17	10	8	7
61	CC(C)C(=O)NC(=S)Nc1sc2c(c1C(N)=O)CCCC2	27	-25	37	-31	2	32	2	4
62	Cc1cnn(C(=S)NCc2ccco2)c1	10	9	9	0	19	9	-1	-5
63	Cc1cccc(NC(=O)Cc2cccs2)n1	0	-14	11	-18	-13	8	2	-9
64	O=C(O)c1cc(S(=O)(=O)N2CCCCCC2)ccc1Cl	-10	19	15	-1	2	-5	-4	0

From PubChem
